Assay outcomes from PubChem BioAssay.
OX1R antag: OX1R (HCRTR1) antagonists, primary screen, fluorescence, CHO/OX1R cells, Fluo-8 calcium, orexin A; 330,000 compounds, 0.43% hits; Fluo-8 calcium fluorescence; inhibition, % at 5 µM; Orexin/Hypocretin receptor type 1 (Homo sapiens), O43613;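 active = inhibition above its plate's threshold, mean inhibition of all tested compounds on the plate plus 3 SD, cut at about 37% in these data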;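 also: 0% = orexin A challenge wells and 100% = SB-334867-A antagonist wells; not every result past the cut was called active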
Target sequence (O43613 whole entry, looked up): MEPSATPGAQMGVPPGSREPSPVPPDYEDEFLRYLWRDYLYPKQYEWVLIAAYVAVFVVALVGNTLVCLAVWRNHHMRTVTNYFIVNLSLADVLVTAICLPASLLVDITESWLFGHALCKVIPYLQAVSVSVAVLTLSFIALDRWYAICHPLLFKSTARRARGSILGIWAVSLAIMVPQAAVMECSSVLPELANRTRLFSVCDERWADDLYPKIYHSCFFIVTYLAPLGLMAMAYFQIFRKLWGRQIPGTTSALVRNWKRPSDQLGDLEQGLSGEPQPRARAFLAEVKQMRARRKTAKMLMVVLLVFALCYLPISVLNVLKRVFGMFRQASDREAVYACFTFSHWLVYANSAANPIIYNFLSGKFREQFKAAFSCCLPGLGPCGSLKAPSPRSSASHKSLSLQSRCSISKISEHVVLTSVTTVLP
CHT PAM: CHT positive allosteric modulators, primary screen, cell-based, membrane potential dye, choline EC20. 310,000 compounds, 0.49% hits. CHT-expressing cells; active compounds read high; LV-AA mutant CHT in HEK293 cells. High affinity choline transporter 1 (Homo sapiens), Q9GZV3. B-score at 10 µM;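 active = initial fluorescence not abnormally high and integrated response B-score, plate-corrected, over 3 SD above library mean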
Target sequence (Q9GZV3 whole entry, looked up): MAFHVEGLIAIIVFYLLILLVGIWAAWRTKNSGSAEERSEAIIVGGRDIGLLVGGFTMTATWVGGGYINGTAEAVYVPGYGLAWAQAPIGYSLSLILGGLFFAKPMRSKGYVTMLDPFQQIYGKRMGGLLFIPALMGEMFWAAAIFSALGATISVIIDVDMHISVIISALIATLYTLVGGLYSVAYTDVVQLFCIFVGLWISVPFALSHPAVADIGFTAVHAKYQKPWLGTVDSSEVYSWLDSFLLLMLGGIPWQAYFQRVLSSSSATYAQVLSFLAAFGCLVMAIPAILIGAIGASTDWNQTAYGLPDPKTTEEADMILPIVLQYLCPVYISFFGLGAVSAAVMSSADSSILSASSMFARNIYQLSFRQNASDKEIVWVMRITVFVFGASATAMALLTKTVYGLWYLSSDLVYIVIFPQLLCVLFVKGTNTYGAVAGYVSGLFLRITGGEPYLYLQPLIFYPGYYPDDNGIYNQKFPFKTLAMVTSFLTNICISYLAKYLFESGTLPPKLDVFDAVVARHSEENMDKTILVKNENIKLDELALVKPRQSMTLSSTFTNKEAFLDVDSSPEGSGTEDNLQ
The depositor's hits bear a star.

For CN(C)c1nc(N(C)C)nc(N2CC(=O)N(c3ccccc3)C2=N)n1 the results were OX1R antag -18 and CHT PAM inactive.
C=C(C)COc1ccc(-c2ncncc2-c2ccccc2)c(O)c1 was read as OX1R antag -21 and CHT PAM inactive.
For CCOC(=O)c1[nH]c(C)c(C(=O)Nc2ccc3c(c2)CCC3)c1C the results were OX1R antag -13 and CHT PAM inactive.
C=CCn1c(SCc2ccc(Cl)c(Cl)c2)nnc1C(CO)NC(=O)c1ccc(OC)cc1 (centres undefined) was read as OX1R antag -11 and CHT PAM inactive.
Screening CCN(Cc1ccccc1)C(c1cc2cc(C)cc(C)c2[nH]c1=O)c1nnnn1CCOC (centres undefined) returned OX1R antag -37 and CHT PAM inactive.
Screening Cc1ccc(SCCC(=O)N/N=C/c2ccncc2)cc1 returned OX1R antag -4 and CHT PAM inactive.
`Cc1ccc2c(Cl)cc(Cl)c(OCC(=O)Nc3ccc(C)c(S(=O)(=O)N(C)C)c3)c2n1` gave OX1R antag -41 and CHT PAM inactive.
Screening Cc1ccc(NC(=O)C2CCCN(S(=O)(=O)c3cnc[nH]3)C2)c(Br)c1 (centres undefined) returned OX1R antag -11 and CHT PAM inactive.
For CC(C)CC(NC(N)=O)C(=O)NCCc1ccc(Cl)cc1 (centres undefined) the results were OX1R antag -19 and CHT PAM inactive.
CCOc1cccc2cc(C(=O)NCc3ccccc3Cl)c(=O)oc12 was read as OX1R antag -15 and CHT PAM inactive.
CCOc1ccc(N(C(C)=O)C2C=CS(=O)(=O)C2)cc1 (centres undefined) was read as OX1R antag 9 and CHT PAM inactive.
O=C(NC1=NCCS1)c1ccccc1OCc1ccc(F)cc1 was read as OX1R antag -42 and CHT PAM inactive.

Grouped by structure: those above containing a halogen.
C=CCn1c(SCc2ccc(Cl)c(Cl)c2)nnc1C(CO)NC(=O)c1ccc(OC)cc1 (centres undefined) was read as OX1R antag -11 and CHT PAM inactive.
`Cc1ccc2c(Cl)cc(Cl)c(OCC(=O)Nc3ccc(C)c(S(=O)(=O)N(C)C)c3)c2n1` gave OX1R antag -41 and CHT PAM inactive.
Screening Cc1ccc(NC(=O)C2CCCN(S(=O)(=O)c3cnc[nH]3)C2)c(Br)c1 (centres undefined) returned OX1R antag -11 and CHT PAM inactive.
For CC(C)CC(NC(N)=O)C(=O)NCCc1ccc(Cl)cc1 (centres undefined) the results were OX1R antag -19 and CHT PAM inactive.
CCOc1cccc2cc(C(=O)NCc3ccccc3Cl)c(=O)oc12 was read as OX1R antag -15 and CHT PAM inactive.
O=C(NC1=NCCS1)c1ccccc1OCc1ccc(F)cc1 was read as OX1R antag -42 and CHT PAM inactive.

Entries listed so far that contain an aryl thioether with sulfur outside any ring:
C=CCn1c(SCc2ccc(Cl)c(Cl)c2)nnc1C(CO)NC(=O)c1ccc(OC)cc1 (centres undefined) was read as OX1R antag -11 and CHT PAM inactive.
Screening Cc1ccc(SCCC(=O)N/N=C/c2ccncc2)cc1 returned OX1R antag -4 and CHT PAM inactive.

Carrying on:
`CCOc1ccc(NS(=O)(=O)c2ccc(OCC(=O)N3CCCC3)cc2)cc1` gave OX1R antag -10 and CHT PAM inactive.
For N#Cc1nc(-c2ccc(F)cc2)oc1N1CCCC1 the results were OX1R antag -16 and CHT PAM inactive.
`COc1ccc(-c2cc(C(=O)Nc3c(C)n(C)n(-c4ccccc4)c3=O)c3ccccc3n2)cc1` gave OX1R antag -35 and CHT PAM inactive.
`COc1cccc(CC(=O)OCC(=O)NCC(=O)Nc2cccc(C)c2C)c1` gave OX1R antag -18 and CHT PAM inactive.
Screening CCOC(=O)C1=NN(c2ccccc2)C(c2ccccc2)CC1=O (centres undefined) returned OX1R antag -32 and CHT PAM inactive.
For COc1ccc(C)cc1S(=O)(=O)N1CCN(c2cccc(C(F)(F)F)c2)CC1 the results were OX1R antag -23 and CHT PAM inactive.
O=C(OCC#CCSc1nnc(-c2ccccc2)o1)c1cc2ccccc2o1 was read as OX1R antag -4 and CHT PAM inactive.
Screening Cc1cc(NC(=O)COC(=O)CNC(=O)c2cccs2)c([N+](=O)[O-])cc1C returned OX1R antag -32 and CHT PAM inactive.
For Cc1ccc(C2OC3=C(C(=O)CC(C)(C)C3)C(N)=C2C#N)o1 (centres undefined) the results were OX1R antag -20 and CHT PAM inactive.
For Cc1cccc(CC(=O)N2CCC(n3nccc3NC(=O)C3CC3)CC2)c1 the results were OX1R antag -6 and CHT PAM inactive.
Screening O=C(O[C@@H](C(=O)O)[C@@H](OC(=O)c1ccccc1)C(=O)O)c1ccccc1 returned OX1R antag -6.
`Cc1ccc(O)c(N/C=C/C(=O)c2ccc(F)cc2)c1` gave OX1R antag 2 and CHT PAM inactive.
Screening O=C(Nc1c(C(=O)N2CCC(N3CCCCC3)CC2)oc2ccccc12)c1c(F)cccc1F returned OX1R antag -27 and CHT PAM inactive.
COc1ccc(CCC(=O)Nc2cc([N+](=O)[O-])ccc2OC)cc1 was read as OX1R antag -15 and CHT PAM inactive.
`CN(C)c1ccc(/C=C2/NC(=O)NC2=O)cc1` gave OX1R antag 18 and CHT PAM inactive.
Screening O=[N+]([O-])c1ccc(/C=N/N2CCN(c3ccncc3S(=O)(=O)N3CCCCC3)CC2)cc1 returned OX1R antag -18 and CHT PAM inactive.
Screening O=S(=O)(NCc1cn2ccccc2n1)c1cc(F)ccc1F returned OX1R antag 3 and CHT PAM inactive.
COc1ccc(NC(=O)/C(=C\c2ccccc2)NC(=O)c2ccco2)cc1 was read as OX1R antag -21 and CHT PAM inactive.
Screening O=C(N/N=C/c1ccccc1)C(=O)N/N=C/c1ccccc1 returned OX1R antag -8 and CHT PAM inactive.
CCOc1ccc(C2c3c(oc4cc(C)c(C)cc4c3=O)C(=O)N2CCCN2CCOCC2)cc1 (centres undefined) was read as OX1R antag -32 and CHT PAM inactive.
Screening CCOC(=O)N/N=C/c1cc(C)n(-c2ccccc2)c1C returned OX1R antag -10 and CHT PAM inactive.
Screening COc1ccc(NC(=O)CSc2nnc(CNC(=O)c3ccco3)o2)cc1 returned OX1R antag 2 and CHT PAM inactive.
For CC(C)=CCN1CCN(Cc2cnc(N3CCCC3)s2)CC1CCO (centres undefined) the results were OX1R antag -9 and CHT PAM inactive.
For C/C(=N\NC(=O)c1ccc2ccccc2c1)c1cccnc1 the results were OX1R antag -13 and CHT PAM inactive.
Screening CCN(CC)c1nc2c(s1)C(=O)CC(C)(C)C2 returned OX1R antag -18 and CHT PAM inactive.
O=Cc1c(NCCc2ccc(F)cc2)c2ccccc2[nH]c1=O was read as OX1R antag -15 and CHT PAM inactive.
For Cc1cc2ncn(C3CC(=O)N(Cc4ccc(N5CCCC5=O)cc4)C3=O)c2cc1C (centres undefined) the results were OX1R antag -30 and CHT PAM inactive.
For O=[N+]([O-])c1ccc2[nH]cc(S(=O)(=O)N3CCN(c4cccc(Cl)c4)CC3)c2c1 the results were OX1R antag -13 and CHT PAM inactive.
For COc1ccc(CCNC(=O)COC(=O)CCC(=O)c2ccc(F)cc2)cc1OC the results were OX1R antag -12 and CHT PAM inactive.
O=[N+]([O-])c1ccc(O)c(/C=N/Nc2nc3ccccc3[nH]2)c1 was read as OX1R antag -17 and CHT PAM inactive.
For O=c1[nH]nc2n1CCCCC2 the results were OX1R antag -5 and CHT PAM inactive.
Screening O=[N+]([O-])c1cc(C(F)(F)F)cc([N+](=O)[O-])c1NCCCN1CCOCC1 returned OX1R antag -31 and CHT PAM inactive.
O=C(COc1ccccc1)Nc1nnc(S(=O)(=O)N2CCCCCC2)s1 was read as OX1R antag -13 and CHT PAM inactive.
Screening CCC(=O)Nc1ccc(S(=O)(=O)Nc2c(NC)c3ccccc3oc2=O)cc1 returned OX1R antag -16 and CHT PAM inactive.
CC(=O)c1c(C)[nH]c(C(=O)COC(=O)c2cc(C)oc2C)c1C was read as OX1R antag 18.
For COc1cc(NC(=O)CSc2nnc3ccc(-c4ccncc4)nn23)cc(OC)c1 the results were OX1R antag -5 and CHT PAM inactive.

Five compounds drawn at random from those above, as already listed:
O=Cc1c(NCCc2ccc(F)cc2)c2ccccc2[nH]c1=O was read as OX1R antag -15 and CHT PAM inactive.
For O=[N+]([O-])c1ccc2[nH]cc(S(=O)(=O)N3CCN(c4cccc(Cl)c4)CC3)c2c1 the results were OX1R antag -13 and CHT PAM inactive.
Screening CCC(=O)Nc1ccc(S(=O)(=O)Nc2c(NC)c3ccccc3oc2=O)cc1 returned OX1R antag -16 and CHT PAM inactive.
Screening CCN(CC)c1nc2c(s1)C(=O)CC(C)(C)C2 returned OX1R antag -18 and CHT PAM inactive.
For COc1ccc(CCNC(=O)COC(=O)CCC(=O)c2ccc(F)cc2)cc1OC the results were OX1R antag -12 and CHT PAM inactive.

(further entries)
`Cc1ccnc(NC(=S)NC(=O)/C=C/c2ccco2)c1` gave OX1R antag -6 and CHT PAM inactive.
`N/C(Cc1ccc(Cl)cc1)=N\OC(=O)c1cccc2ccccc12` gave OX1R antag -24 and CHT PAM inactive.
Screening O=C(CSc1nnc2ccccn12)c1ccc2c(c1)OCCO2 returned OX1R antag -17 and CHT PAM inactive.
`CN(C)CCCN(C(=O)c1ccc(S(=O)(=O)N2CCCCCC2)cc1)c1nc2ccc(Br)cc2s1` gave OX1R antag -13 and CHT PAM inactive.
Screening CCS(=O)(=O)N1CCC(C(=O)Nc2cccc(F)c2)CC1 returned OX1R antag -2 and CHT PAM inactive.
COc1cccc(/C=C2\C(=O)N(c3cccc(C)c3)C(=O)c3ccccc32)c1 was read as OX1R antag -14 and CHT PAM inactive.
`CSc1nnc(CNS(=O)(=O)c2ccc(Cl)cc2)n1C` gave OX1R antag -21 and CHT PAM inactive.
`COc1ccccc1-c1cc(N)n(S(=O)(=O)c2cccc3nsnc23)n1` gave OX1R antag 1 and CHT PAM inactive.
For Cc1ccc(S(=O)(=O)c2nc(S(C)(=O)=O)sc2N2CCCC2)cc1 the results were OX1R antag -2 and CHT PAM inactive.
`Cc1cc(O)cc(=O)n1CCc1ccccc1` gave OX1R antag 1 and CHT PAM inactive.
Oc1ccc(-c2n[nH]c(=S)n2-c2ccc3c(c2)OCCO3)c(O)c1 was read as OX1R antag 4 and CHT PAM inactive.
COc1ccc(C(=O)NCCS(=O)(=O)N2CCc3ccccc3C2)c(OC)c1 was read as OX1R antag -9 and CHT PAM inactive.
`O=C(CCn1[nH]c(=O)c2ccccc2c1=O)NCCO` gave OX1R antag -3 and CHT PAM inactive.
`CCOC(=O)CN1C(=O)C(C)(C)Oc2ccc(C(=O)NC(C)(C)CC)cc21` gave OX1R antag -16 and CHT PAM inactive.
For NNc1nc2c(-c3ccc(F)cc3)nnn2c2ccccc12 the results were OX1R antag -31 and CHT PAM inactive.
`NS(=O)(=O)c1ccc(CCNC(=O)c2cccc([N+](=O)[O-])c2)cc1` gave OX1R antag -7 and CHT PAM inactive.
`NCCCC(=O)N1c2ccccc2Sc2ccccc21` gave OX1R antag -29 and CHT PAM inactive.
Screening COc1ccccc1OCC(=O)Nc1sc2c(c1C(N)=O)CCC2 returned OX1R antag 0.
For CSc1nc(C)c2c(c1C#N)CCCC2 the results were OX1R antag -22 and CHT PAM inactive.
COc1cc(CSC)nc(-c2ccccc2)n1 was read as OX1R antag -27 and CHT PAM inactive.
O=C(OCC(=O)c1c[nH]c2ccccc12)c1ccco1 was read as OX1R antag -11 and CHT PAM inactive.
For CCn1cc(CN2CCC(C(=O)Nc3cccc(-c4cccc(OC)c4)c3)CC2)cn1 the results were OX1R antag -11 and CHT PAM inactive.
For O=C(Nc1ccc2ccccc2c1)c1ccc(NS(=O)(=O)c2ccc(Br)s2)cc1 the results were OX1R antag -17 and CHT PAM inactive.
`Cc1cccc(-n2nnnc2SCC(=O)NC2CCCC2)c1` gave OX1R antag -10.
For COC(=O)C(NS(=O)(=O)c1ccccc1Br)C(C)C (centres undefined) the results were OX1R antag -5 and CHT PAM inactive.
For COc1cccc2cc(C(=O)CS(=O)(=O)c3ccc(Cl)cc3)c(=O)oc12 the results were OX1R antag -18 and CHT PAM inactive.
O=C(CNS(=O)(=O)c1ccccc1)NCC(=O)OCc1ccc(Cl)cc1 was read as OX1R antag -14 and CHT PAM inactive.
CC(OC(=O)c1cc(Br)ccc1O)C(=O)NC1(C#N)CCCCC1 (centres undefined) was read as OX1R antag -6 and CHT PAM inactive.
CCN1C(=O)CSc2ccc(C(=O)NC3CCCCC3)cc21 was read as OX1R antag -8 and CHT PAM inactive.
Screening CCC/C(=C1/c2ccccc2C(=O)N1c1ccccc1)c1ccc(O[C@@H]2CCCCO2)cc1 returned OX1R antag 3.
Cc1cc(N2CCC(C)CC2)n2nc(C)c(-c3ccccc3)c2n1 was read as OX1R antag -13 and CHT PAM inactive.
Screening FC(F)(F)c1nnc(-c2ccccc2)nc1Sc1ccc(Cl)cc1 returned OX1R antag -3 and CHT PAM inactive.
Cc1nnc(SCC(=O)N2CCCC2)n1-c1ccc(F)cc1 was read as OX1R antag -16 and CHT PAM inactive.
COc1cnc(-c2ccccn2)nc1Oc1ccccc1 was read as OX1R antag -17 and CHT PAM inactive.
`COc1ccc(S(=O)(=O)c2cnc3ccccc3n2)cc1` gave OX1R antag -16 and CHT PAM inactive.
CCOC(=O)c1ccc(NC(=O)CSc2nnc(-c3ccncc3)n2C)cc1 was read as OX1R antag -13 and CHT PAM inactive.
Screening Cc1ccn2c(=O)c(NC(=O)c3cccc4ccccc34)c(C)nc2c1 returned OX1R antag -23 and CHT PAM inactive.
Cc1ccccc1C1CC(=O)NC2=C1C(=O)CCC2 (centres undefined) was read as OX1R antag -14 and CHT PAM inactive.
